# Bioassay records from PubChem BioAssay.
# Abeta yeast res: restores growth of yeast expressing A-beta42 peptide | yeast expressing A-beta42, growth rescue, OD600, 48 h; response scale: 0% DMSO, 100% iron-clioquinol control | Potency, µM (top dose mostly 46.1 µM), inactives show top-dose growth rescue, usual class: activators | 410,000 compounds, 0.063% hits | AID 1347071; note: potency is the fitted concentration of half-maximal effect; nearly all actives have a fitted effect of over 55% in size
#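 Growth rescue measured by 600 nm absorbance after 48 h yeast culture at 30 C with compound. Values normalized between DMSO and an equimolar ferric chloride plus clioquinol control.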
# D3 antag: antagonists of human D3 dopamine receptor. P35462. D3R cells, DiscoveRx beta-arrestin luminescence, antagonist mode; active compounds read low. max response, negative = inhibition, %. 360,000 compounds, 2.5% hits. AID 652054; in the data active = max response below about -50%; inconclusive = no clear call, values can overlap the other calls; note: % is set by controls: 0 for no effect and ±100 for the full control effect; mostly tested at two doses, the higher about 12 µM
#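 Cells plated overnight at 1500 cells/well, then exposed to library compounds with dopamine controls for 90 minutes at 37 degrees C. DiscoveRx reagent added for 30–60 minutes at room temperature; luminescence read, quantitative HTS format.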
# TDP43 rescue: rescues yeast growth from TDP-43 toxicity; Potency, µM (titrated, usually from 46.1 µM), inactives show at the top dose growth rescue (activation), usual class: activators; TDP-43 expressing yeast growth rescue, BacTiter-Glo, 24 h; 410,000 compounds, 1.8% hits; note: potency is the fitted concentration of half-maximal effect; % of control where 0% means no effect; nearly all actives have a fitted effect of over 50% in size
#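 In this qHTS, compounds that restore growth of yeast expressing TDP-43 appear as activators. Cells (OD600=0.02, galactose medium, raffinose-pregrown) are incubated with compound 24 hr at 30 deg C and growth is quantified by BacTiter-Glo.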
# EPAC2 antagonist: antagonists of human EPAC2; Q8WZA2; AID 720708; 360,000 compounds, 0.18% hits; Potency, µM (highest dose often 114 µM), inactives show at the top dose activity, negative = inhibition, usual class: inhibitors; EPAC2 GEF exchange of Rap1B-BODIPY-GDP, fluorescence; note: potency is the fitted concentration of half-maximal effect; % is set by controls: 0 for no effect and ±100 for the full control effect; nearly all actives have a fitted effect of over 45% in size; many of its hits are not listed in these tables
# Target sequence (Q8WZA2 whole entry, looked up): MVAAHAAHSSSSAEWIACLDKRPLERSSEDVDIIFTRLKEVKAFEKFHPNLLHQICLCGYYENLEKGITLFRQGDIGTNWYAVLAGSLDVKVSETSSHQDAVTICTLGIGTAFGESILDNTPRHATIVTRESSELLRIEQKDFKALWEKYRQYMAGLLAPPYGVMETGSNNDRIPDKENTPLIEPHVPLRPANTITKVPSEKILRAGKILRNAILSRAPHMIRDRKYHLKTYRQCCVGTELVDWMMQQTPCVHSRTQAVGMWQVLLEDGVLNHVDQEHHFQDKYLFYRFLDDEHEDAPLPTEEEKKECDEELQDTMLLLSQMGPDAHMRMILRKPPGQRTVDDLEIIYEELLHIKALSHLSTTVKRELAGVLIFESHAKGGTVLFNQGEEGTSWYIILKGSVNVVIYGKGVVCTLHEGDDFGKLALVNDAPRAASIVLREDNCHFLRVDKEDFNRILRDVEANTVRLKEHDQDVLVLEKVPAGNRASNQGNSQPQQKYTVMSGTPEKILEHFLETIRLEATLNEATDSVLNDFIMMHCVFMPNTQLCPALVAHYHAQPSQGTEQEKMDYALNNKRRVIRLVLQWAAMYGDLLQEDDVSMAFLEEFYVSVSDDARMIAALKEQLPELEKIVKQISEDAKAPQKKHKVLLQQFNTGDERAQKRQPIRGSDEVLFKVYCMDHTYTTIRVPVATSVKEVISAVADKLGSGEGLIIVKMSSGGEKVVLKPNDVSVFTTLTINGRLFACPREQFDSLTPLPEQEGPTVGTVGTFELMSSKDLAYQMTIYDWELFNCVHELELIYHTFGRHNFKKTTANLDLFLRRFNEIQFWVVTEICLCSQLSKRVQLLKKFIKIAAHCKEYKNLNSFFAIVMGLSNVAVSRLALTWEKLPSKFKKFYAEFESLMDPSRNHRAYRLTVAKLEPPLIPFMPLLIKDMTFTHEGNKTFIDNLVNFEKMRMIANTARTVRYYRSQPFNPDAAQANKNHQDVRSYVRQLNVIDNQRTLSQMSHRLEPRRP
# FUS yeast rescue: FUS proteinopathy suppression in yeast | S. cerevisiae FUS-expressing, growth rescue, OD600, 24 h | AID 1347120 | 390,000 compounds, 0.24% hits | Potency, µM (titrated, usually from 76.6 µM), for the others: at the highest dose growth rescue (activation), usual class: activators;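 note: potency is the fitted concentration of half-maximal effect; plate controls were DMSO vehicle for no effect and reference control for full effect; nearly all actives have a fitted effect of over 55% in size; some results filed as inactive show a strong effect at the top dose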
#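 Cultures pregrown in 2.5% raffinose medium are shifted to minimal medium containing 2% galactose to express toxic FUS. Compounds are tested at several concentrations. After 24hr at 30C, growth is quantified at 600 nm absorbance.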
# EPAC2 ag: activates human EPAC2 exchange factor. 360,000 compounds, 0.079% hits. EPAC2 activation, biochemical qHTS; response scale: 100% = 6.5 mM cAMP response. Potency, µM (series often up to 154 µM), for inactives: at the top dose activation, usual class: activators. Q8WZA2; note: potency is the fitted concentration of half-maximal effect; nearly all actives have a fitted effect of over 50% in size
#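 Setup: EPAC2 100 nM, labeled Rap1B complex 250 nM, free GDP 50 uM. Compound titrations pinned in, brief spin, 5 min room temperature incubation. Kinetic fluorescence read over 30 min, normalized to 6.5 mM cAMP.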
# aSyn yeast inh: rescues yeast growth from alpha-synuclein toxicity; Yeast expressing alpha-synuclein, growth rescue, BacTiter-Glo, 24 h; Potency, µM (highest dose often 46.1 µM), for the others: top-dose growth rescue (activation), actives largely listed as activators; 370,000 compounds, 0.14% hits; AID 652106; note: potency is the fitted concentration of half-maximal effect; % of control where 0% means no effect; nearly all actives have a fitted effect of over 65% in size
#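 Rescue of yeast growth: cells expressing toxic alpha-synuclein, induced in galactose at OD600 0.02, incubated with compound 24 h at 30 C. ATP luminescence quantified growth; inhibitors of toxicity appear as activators.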
# D3 ag: D3 dopamine receptor (human) agonism; P35462; D3R DiscoveRx beta-arrestin cells, luminescence, 90 min; max activation, %; 410,000 compounds, 0.58% hits; AID 652048; in the data active = max activation above about 30%; note: 0% is about no effect; mostly tested at two doses, the higher about 12 µM
#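 Cells at 1500/well, incubated overnight, then treated with pinned compounds (dopamine as control) for 90 min at 37 degrees C. DiscoveRx reagent added for 30 - 60 minutes at room temperature; luminescence read.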
# Starred values were filed as active, the others as inactive; ? = inconclusive; / = not tested or not shown; [ ] = dose if it differs, or a comment. Unless noted, calls come from the whole dose curve; as a rule, active = well fitted curve in the direction sought with a large enough effect; inconclusive = small, poorly fitted or top-dose-only effect, or another doubt; inactive = no such curve, though single readings can be large; an effect the other way counts as inactive or inconclusive. An excerpt, so the mix of outcomes need not match the whole.
SMILES,Abeta yeast res,D3 antag,TDP43 rescue,EPAC2 antagonist,FUS yeast rescue,EPAC2 ag,aSyn yeast inh,D3 ag
O=C(c1cc(Br)ccc1O)N1CCN(S(=O)(=O)Cc2ccccc2)CC1,19%,12,16%,-2%,7%,-2%,8%,6
CCCCOc1ccc(C(=O)NCC(=O)N2CCN(C/C=C/c3ccccc3)CC2)cc1,-2%,-19,-6%,-8%,-9%,-10%,8%,2
COc1ccc(NC(=O)c2ccc(-n3c(C)ccc3C)cc2)c(OC)c1,3%,-11,?,0%,30%,7%,0%,6
O=C(CSc1oc(-c2cccs2)nc1S(=O)(=O)c1ccccc1)Nc1ccc(F)cc1,0%,/,21%,/,7%,/,/,-4
O=C(CCCOc1ccc(Cl)cc1Cl)NCCCO,20%,8,?,2%,-16%,-3%,0%,-2
Cc1ccccc1-c1nnn(CC(=O)N2CCN(S(=O)(=O)c3ccc(Cl)cc3)CC2)n1,27%,0,9%,-6%,26%,-10%,3%,4
COc1ccc(C)cc1NC(=O)c1cc2c(s1)CCC2,-27%,-4,14%,5%,/,10%,-5%,-5
C=C1CSc2nc(=O)c3c4c(sc3n21)CCCC4,-33%[inhibitor],47,-14%,3%,18%,-7%,6%,2
O=S(=O)(O)c1nc2ccccc2[nH]1,-4%,-1,-8%,4%,-14%,11%,8%,-7
Cc1c(C(=O)c2no[n+]([O-])c2C(=O)c2cnn(C)c2C)cnn1C,-8%,?,0%,13%,-7%,-7%,-13%,0
COc1ccc(C2C=C(c3ccccc3)Nc3nc(NS(=O)(=O)c4ccccc4)nn32)cc1 (stereo not given),-21%,/,1%[9.22 µM],/,13%,/,/,4
O=c1[nH]c(-c2ccc(F)cc2)nc2c1sc(=S)n2-c1ccccc1,1%,14,-3%[0.397 µM],12%,-18%,-8%,0%,8
N#Cc1c(-c2ccco2)ccn(Cc2cccc(F)c2)c1=O,18%,-14,20%,0%,2%,7%,-11%,-2
CCOC(=O)C1(C)CCCN1C(=O)c1cccs1 (stereo not given),-15%,3,18%,-5%,-19%,2%,5%,1
COc1cc(OC)c(C2C(C#N)=C(N)OC3=C2C(=O)CC(C)(C)C3)cc1OC (stereo not given),-8%,-7,-6%,8%,0%,0%,-5%,-3
COc1cc(N2CN=c3s/c(=C\c4ccccn4)c(=O)n3C2)cc(OC)c1OC,11%,22,6%,-1%,-15%,4%,-6%,1
Cc1ccc(Sc2ncccc2NC(=O)c2ccccc2Cl)cc1,-3%,16,26%,-1%,20%,8%,16%,-27
Cc1ccc(S(=O)(=O)N2CCN(S(=O)(=O)N3CCOCC3)CC2)cc1C,-6%,?,-22%,-2%,5%,-18%,0%,5
Cc1sc2cc3c(c(C(=O)c4ccccc4)[n+]2c1C)-c1cccc2cccc-3c12,-48%[inhibitor],-2,?,3%,30%,-4%,-13%,-23
Clc1ccc(C2=Nn3c(nnc3-c3cccs3)SC2)cc1,-11%,-24,-3%,24%,28%,-18%,1%,1

# 2 records picked at random from those above, as already listed:
SMILES,Abeta yeast res,D3 antag,TDP43 rescue,EPAC2 antagonist,FUS yeast rescue,EPAC2 ag,aSyn yeast inh,D3 ag
C=C1CSc2nc(=O)c3c4c(sc3n21)CCCC4,-33%[inhibitor],47,-14%,3%,18%,-7%,6%,2
COc1cc(OC)c(C2C(C#N)=C(N)OC3=C2C(=O)CC(C)(C)C3)cc1OC (stereo not given),-8%,-7,-6%,8%,0%,0%,-5%,-3

# 2 of these compounds in another layout.
molecule | Abeta yeast res | D3 antag | TDP43 rescue | EPAC2 antagonist | FUS yeast rescue | EPAC2 ag | aSyn yeast inh | D3 ag
O=c1[nH]c(-c2ccc(F)cc2)nc2c1sc(=S)n2-c1ccccc1 | 1% | 14 | -3%[0.397 µM] | 12% | -18% | -8% | 0% | 8
N#Cc1c(-c2ccco2)ccn(Cc2cccc(F)c2)c1=O | 18% | -14 | 20% | 0% | 2% | 7% | -11% | -2

# (cont.)
SMILES,Abeta yeast res,D3 antag,TDP43 rescue,EPAC2 antagonist,FUS yeast rescue,EPAC2 ag,aSyn yeast inh,D3 ag
CC(C)c1ccc(Cc2cn3cc(-c4cc5ccccc5oc4=O)nc3s2)cc1,-4%,/,-4%,/,1%,/,/,-4
COc1cccc(CNC(=O)COC(=O)c2ccc(N3CCCC3=O)cc2)c1,1%,-16,10%,-9%,-26%,-5%,1%,1
COC(=O)[C@@H](Cc1ccccc1)NC(=O)[C@H]1CCC(=O)N1C(=O)OCc1ccccc1,-6%,18,8%,-21%,-1%,2%,0%,-9
O=C(CSc1nnc(-c2cccs2)n1-c1ccccc1)NCc1ccco1,-8%,-8,1%,6%,10%,-3%,-1%,1
CCC(CC)COC(=O)C1=C(C)NC(=O)NC1c1cc(OC)ccc1OC (stereo not given),-2%,-2,17%,-1%,7%,-9%,12%,-1
Cc1nc(Cl)c(C(=O)NCCC(C)C)c(C)c1[N+](=O)[O-],2%,26,0%,2%,/,-3%,0%,5
Cc1ccccc1NC(=O)Cc1nc(COC(=O)c2ccc(S(C)(=O)=O)c([N+](=O)[O-])c2)cs1,-15%,-73*,17%,-6%,14%,1%,-8%,-5
COc1ccc(N2Cc3cccc(C(=O)NC(C)CCc4ccco4)c3C2=O)cc1 (stereo not given),-15%,3,-6%,1%,?,7%,0%,-2
COc1ccc(C(=O)Nc2sc(C)c(C)c2CN2CCOCC2)cc1,10%,-15,7%,-3%,30%,6%,-7%,4
Cc1ccc(C(C(=O)NC2CCCCC2)N(Cc2ccco2)C(=O)Cn2cnc3ccccc32)cc1 (stereo not given),0%,17,7%,-16%,27%,-4%,0%,-6
COc1ccc(CCN2CC(C(=O)NCCc3cccnc3)CCC2=O)cc1 (stereo not given),12%,-8,22%,4%,1%,11%,1%,-4
COc1ccc(Nc2nnc(-c3ccc(C)c(S(=O)(=O)NCc4nc5ccccc5[nH]4)c3)c3ccccc23)cc1,-17%,/,16%,/,?,/,/,-16
O=C(Oc1ccc(-c2cn3c(n2)SCC3)cc1)c1ccccc1,-7%,9,0%,3%,12%,1%,-9%,-2
CCc1noc(C)c1C(=O)NNC(=O)c1ccccc1Cl,10%,2,-9%,3%,-28%,-1%,2%,-3
COc1ccc([N+](=O)[O-])cc1NC(=O)Cc1ccc(C)cc1,-23%,-5,-2%,9%,-11%,20%,-16%,-1
NS(=O)(=O)c1ccc(CCNCc2cccs2)cc1,-7%,6,-2%[9.22 µM],3%,13%,-4%,-1%,-3
O=C(CSc1nc2[nH]ncc2c(=O)[nH]1)Nc1ccccc1C(F)(F)F,-12%,14,-10%,6%,12%,-5%,-1%,9
CC1(C)OC(=O)C(=NNc2ccc(Br)cc2)C(=O)O1,-8%,-18,-2%,18%,-5%,3%,-19%,-4
Cc1cc(C)n(-c2ccc(C(=O)NCC(=O)Nc3cc(Cl)ccc3Cl)cc2)n1,-5%,4,?,-7%,12%,10%,4%,-3
CCn1c(COc2ccccc2)nnc1SCC(=O)CC(=O)Nc1ccccc1OC,13%,-5,0%,-7%,?,14%,0%,-3
CC(C)CN(Cc1c(O)ccc2ccccc12)CC(C)C,4%,-9,-9%,-4%,29%,4%,0%,-11
CCc1c(C)nc(SCC(=O)Nc2cccc(Br)c2)[nH]c1=O,9%,-15,-6%,-1%,18%,8%,-3%,3
CCN(CC)S(=O)(=O)c1cccc(C(=O)N[C@H](C(=O)O)C(C)C)c1,-6%,-9,-4%,19%,16%,7%,-1%,5
CCC(C)NC(=O)/C=C1\Sc2ccccc2NC1=O (stereo not given),-4%,2,12%,8%,/,3%,9%,5
CC1CN(C(=O)CCC(=O)Nc2cc(F)ccc2F)c2ccccc2S1 (stereo not given),13%,/,11µM*,/,9%,/,/,1
COC(=O)C1CCN(c2csc3ccc(C)cc3c2=O)CC1,17%,/,?,/,30%,/,/,-2
CCC(NC(=O)Nc1nnc(C(F)(F)F)s1)(C(F)(F)F)C(F)(F)F,-10%,-5,10%,-5%,19%,-3%,-11%,7
O=C1CCC(C(=O)OCc2c(Cl)cccc2Cl)N1 (stereo not given),-11%,16,-3%,19%,6%,7%,1%,1
CCOC(=O)c1c(NC(=O)OC)sc2c1CCC2,0%,23,-7%,-1%,-3%,4%,8%,-1

# By substructure: those above containing an NH in an aromatic ring
SMILES,Abeta yeast res,D3 antag,TDP43 rescue,EPAC2 antagonist,FUS yeast rescue,EPAC2 ag,aSyn yeast inh,D3 ag
O=S(=O)(O)c1nc2ccccc2[nH]1,-4%,-1,-8%,4%,-14%,11%,8%,-7
O=c1[nH]c(-c2ccc(F)cc2)nc2c1sc(=S)n2-c1ccccc1,1%,14,-3%[0.397 µM],12%,-18%,-8%,0%,8
COc1ccc(Nc2nnc(-c3ccc(C)c(S(=O)(=O)NCc4nc5ccccc5[nH]4)c3)c3ccccc23)cc1,-17%,/,16%,/,?,/,/,-16
O=C(CSc1nc2[nH]ncc2c(=O)[nH]1)Nc1ccccc1C(F)(F)F,-12%,14,-10%,6%,12%,-5%,-1%,9
CCc1c(C)nc(SCC(=O)Nc2cccc(Br)c2)[nH]c1=O,9%,-15,-6%,-1%,18%,8%,-3%,3

# Among those listed so far, 2 contain a CF3 group:
SMILES,Abeta yeast res,D3 antag,TDP43 rescue,EPAC2 antagonist,FUS yeast rescue,EPAC2 ag,aSyn yeast inh,D3 ag
O=C(CSc1nc2[nH]ncc2c(=O)[nH]1)Nc1ccccc1C(F)(F)F,-12%,14,-10%,6%,12%,-5%,-1%,9
CCC(NC(=O)Nc1nnc(C(F)(F)F)s1)(C(F)(F)F)C(F)(F)F,-10%,-5,10%,-5%,19%,-3%,-11%,7
